# High-throughput results deposited in PubChem by several laboratories.
# MC4R ag barr = human MC4R agonism via beta-arrestin | P32245 | AID 540308 | U2OS MC4R beta-arrestin complementation, luminescence; percent of melanotan II response, DMSO zero | 360,000 tested, 0.98% active | activation, % at 8.9 µM;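 active = activation above a per-plate cutoff, the mean activation of sample wells on that plate plus 3 SD, cut at about 8% in these data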
# Target sequence (P32245 whole entry, looked up): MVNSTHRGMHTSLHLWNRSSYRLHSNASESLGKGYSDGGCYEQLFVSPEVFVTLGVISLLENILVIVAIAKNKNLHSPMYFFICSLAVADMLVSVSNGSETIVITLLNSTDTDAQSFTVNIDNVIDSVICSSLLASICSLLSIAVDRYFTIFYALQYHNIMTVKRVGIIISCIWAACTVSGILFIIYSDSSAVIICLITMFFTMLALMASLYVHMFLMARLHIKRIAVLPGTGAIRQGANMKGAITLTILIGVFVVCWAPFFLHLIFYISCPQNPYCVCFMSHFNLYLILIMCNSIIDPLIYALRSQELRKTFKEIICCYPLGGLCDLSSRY
# ABCB6 inh 2 = human ABCB6 transporter inhibition; Q9NP58; K562-ABCB6 porphyrin accumulation, flow cytometry, 1 h; hits give low values; fluorescence ratio to DMSO, % at 10 µM; 360,000 tested, 0.19% active; AID 602162;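 active = fluorescence ratio to DMSO below 75%, the collection mean minus 3 SD; inconclusive = too few cells collected in the well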;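 also: signal is porphyrin accumulated inside mitochondria; 100% equals median channel fluorescence of DMSO control wells; lower ratio means ABCB6 inhibition with less porphyrin fluorescence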
# CaV13 FRET inh = Primary screen for inhibitors of IQ motif and Ca2+-dependent inactivation inhibitor domain binding in CACNA1D, Förster resonance energy transfer in living cells, …; HEK cells, CFP/YFP FRET ICDI-IQ, plate reader, 10 min; percent FRET-ratio fall versus neutral wells; 340,000 tested, 0.098% active; inhibition, % at 12.3 µM; AID 743397;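 active = mean replicate inhibition of at least 30% and at least 1% of replicates passing that level; inconclusive = only one of the two criteria is met; inactive = neither criterion is met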;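 also: 0% = median of the neutral control wells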
# ABHD5 PLIN5 PPI = ABHD5-PLIN5 protein interaction inhibition; 360,000 tested, 0.78% active; Split G. princeps luciferase complementation, luminescence, 4 h; inhibition, % at 4 µM; AID 602281;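 active = inhibition above the mean inhibition across every tested compound plus 3 SD, cut at about 22% in these data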;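 also: 0% = DMSO only wells and the 100% control is not disclosed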
# Exocytosis inh = lytic granule exocytosis inhibition; TALL-104 LAMP-1 surface exposure, flow cytometry; cells stimulated with thapsigargin and PMA; inhibition, % at 10 µM; 360,000 tested, 0.66% active; AID 651702;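 active = inhibition above about 55%, limit read from the data; inconclusive = no clear call, values can overlap the other calls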
# N-glyco inh = blocks N-linked glycosylation in D54 reporter cells; AID 588692; reporter increase, % at 12.5 µM; D54 ERlucT glycosylation luciferase reporter, 24 h; percent of 100 nM tunicamycin response; 360,000 tested, 0.23% active;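 active = mean luciferase reporter signal, scaled so untreated is 0 and the glycosylation-blocking control 100, at or above a set limit in every replicate; inconclusive = mean reaches the limit but not every replicate does; inactive = mean below the limit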;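 also: luciferase carries N-glycosylation sites so blocking glycosylation raises the light; 0% = median of neutral control wells and 100% = median of 100 nM tunicamycin wells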
# m5-HT2A agonist = mouse HTR2A agonism via beta-arrestin recruitment; P35363; CHO-K1 mHTR2A beta-arrestin complementation, luminescence; percent of 30 µM serotonin response; activation, % at 7.6 µM; 360,000 tested, 0.66% active; AID 624169;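 active = activation above a run cutoff, the mean activation of all tested compounds plus 3 SD, cut at about 14% in these data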;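 also: 0% = plate median of compound wells and 100% = 30 µM serotonin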
# Target sequence (P35363 whole entry, looked up): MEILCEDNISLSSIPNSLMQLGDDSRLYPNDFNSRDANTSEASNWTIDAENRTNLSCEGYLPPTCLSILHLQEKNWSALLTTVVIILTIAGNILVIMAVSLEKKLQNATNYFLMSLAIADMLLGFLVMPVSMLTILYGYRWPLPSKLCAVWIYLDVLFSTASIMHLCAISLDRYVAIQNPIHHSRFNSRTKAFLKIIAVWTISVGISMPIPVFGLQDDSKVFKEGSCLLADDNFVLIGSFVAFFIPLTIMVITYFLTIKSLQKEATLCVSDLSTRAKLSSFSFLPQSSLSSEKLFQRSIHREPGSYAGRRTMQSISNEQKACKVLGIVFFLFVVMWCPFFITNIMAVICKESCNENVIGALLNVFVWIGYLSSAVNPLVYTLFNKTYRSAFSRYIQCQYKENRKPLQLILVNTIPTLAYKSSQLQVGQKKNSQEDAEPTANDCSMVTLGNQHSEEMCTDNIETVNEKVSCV
# MC4R antagonist = human MC4R antagonism in cAMP assay | AID 540295 | 360,000 tested, 0.48% active | MC4R-expressing cells, MTII-stimulated cAMP, LANCE TR-FRET | inhibition, % at 6.5 µM;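 active = inhibition above its plate's cutoff, the mean of tested wells on that plate plus 3 SD, cut at about 29% in these data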;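 also: 0% = Melanotan II alone and 100% = Melanotan II plus saturating MCL0020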
#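 Assay system: U2OS-MC4R stable cell line; Also added: Melanotan II; Technique: Eu-cAMP/anti-cAMP TR-FRET, emission 671 nm; Times: 30-min compound, 1-h challenge, 1-h detection, room temperature.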
# PDI turbidity = PDI (human) enzyme inhibition | P07237 | PDI insulin aggregation turbidity, A650, 90 min | inhibition, % at 10 µM | 350,000 tested, 0.052% active;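 active = mean inhibition across replicates of 30% or more, whatever share of single replicates reach that level; inconclusive = mean inhibition below 30% while every single replicate reaches 30%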;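 also: absorbance from insulin aggregation driven by PDI reduction with DTT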
# Cardio protect = modulators protecting cardiomyocytes from myocardial damage; H9c2 cardiomyocytes, H2O2 injury protection, ATPLite, 2 h; protection from H2O2 cell death, % at 20 µM; 360,000 tested, 0.63% active; AID 588492;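 active = compounds giving at least 50% protection of heart cells from peroxide-induced death in the single-dose screen, raw or plate-pattern-corrected value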;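 also: 0% = DMSO wells with peroxide and 100% = DMSO wells without peroxide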
# The depositor's hits bear a star; u = inconclusive; x = not tested or not shown.
SMILES,MC4R ag barr,ABCB6 inh 2,CaV13 FRET inh,ABHD5 PLIN5 PPI,Exocytosis inh,N-glyco inh,m5-HT2A agonist,MC4R antagonist,PDI turbidity,Cardio protect
CN(C)C(CNC(=O)CCc1nc2cc(Cl)ccc2n(Cc2ccccc2)c1=O)c1ccccc1 (centres undefined),-2.4,100,-3,-4,8,-3,-10,10,-7,1
CCC(C)[C@H]1CN=C(N)N1CCc1cccc2ccccc12 (some centres undefined),0.7,101,-6,11,8,0,-3,3,1,-6
NC1=NC(c2ccc([N+](=O)[O-])cc2)N(c2ccc(F)cc2)C(N)=N1 (centres undefined),-1.9,101,-4,-2,-5,8,-1,-5,5,0
CC(C)[C@H](NC(=O)OC(C)(C)C)c1cc(C(=O)NCCO)c(N)s1,x,x,-3,-15,-1,x,-3,x,x,x
COc1ccc(-c2c(C#Cc3ccccc3)c3ccccc3n2C)cc1,-1.0,104,-5,10,-3,-1,-6,3,1,-8
Cc1ccc(S(=O)(=O)N2CCC(=O)N([C@H](COCc3ccc(C(F)(F)F)cc3)C(C)C)CC2)cc1,x,101,-15,5,8,x,-5,x,x,x
C=CCC[C@@H](Cc1ccc(F)cc1)C(=O)OC[C@@H](C)NC(=O)[C@H](CC=C)CC(=O)N(CCO)Cc1ccccc1,4.6,101,-12,-3,34,5,0,16,7,-1
COc1ccccc1-c1sc2cc3c(cc2c1C#CCO)OCO3,1.2,100,-11,8,8,4,-3,1,-2,2
Cc1cc(C)n(CCC(=O)N=Nc2c(O)[nH]c3ccccc23)n1,3.1,102,-2,6,-3,5,3,-5,-4,0
Cc1cc(=O)[nH]c2c(C)cc(S(=O)(=O)N3CCCCC3)cc12,-2.6,99,-5,-5,-2,22,0,7,-1,6
O=C(NC1CC2CCCC(C1)N2C(=O)N1CCCCC1)C1CCCCC1 (centres undefined),-0.6,105,-6,1,-3,x,0,-5,-9,-2
Cc1ccc(CNC(=O)c2ccc(CS(=O)(=O)c3ccccc3C)o2)cc1,-1.9,95,-2,-3,2,-3,3,2,0,3
CCN(CC)S(=O)(=O)c1ccc(N/N=C(\C)c2ccc3c(c2)OCO3)c([N+](=O)[O-])c1,1.4,98,-6,-4,-6,-4,-1,3,4,4
COc1ccc(CN(CCC(c2ccccc2)c2ccc(OC(C)C)cc2)C(=O)CCl)cc1OC (centres undefined),21*,97,-5,17,18,13,8,26,86*,-14
CCCCCNc1ncnc2c(C)[nH]nc12,x,97,-4,2,-15,0,-2,x,x,-12
COc1cc(C(=O)Nc2ccc(C)cn2)c([N+](=O)[O-])cc1OC,0.5,89,9,5,-1,0,-1,-3,13,1
COc1ccccc1N1CCN(C2CCN(S(=O)(=O)c3ccc(NC(C)=O)cc3)CC2)CC1,-1.6,101,-5,-1,5,-1,6,-1,11,-4
O=C(CCc1ccccc1)N1N=C(c2ccncc2)CC1(O)C(F)(F)F (centres undefined),-2.0,94,-6,-7,-2,-1,-2,-4,0,3
CCc1cccc(NS(=O)(=O)c2cccc3cccnc23)c1,-0.9,98,-3,8,-3,-5,-2,4,-3,2
COC(=O)c1cn(C(C)C(=O)NCc2ccco2)c2ccccc12 (centres undefined),-0.1,102,-5,1,1,0,3,13,-5,12
CC1(C)CC(=O)C2=C(C1)N(Cc1ccco1)C(=O)C2(NC(=O)c1cccnc1)C(F)(F)F (centres undefined),-1.4,76,-8,3,1,1,-3,3,-1,-3
O=C(NCC1CCCO1)C1CCN(S(=O)(=O)c2cc(Cl)ccc2Cl)CC1 (centres undefined),0.1,78,-2,-13,-7,0,3,1,-3,-12
O=C(Nc1ccccc1N1CCN(c2ccccc2)CC1)c1cccc(F)c1,3.3,93,x,0,6,-3,3,-9,-3,7
Cc1ccc(NC(=O)COC(=O)COc2ccc(Cl)cc2)c([N+](=O)[O-])c1,0.4,96,-5,-3,-3,1,3,4,4,4
Cc1nnc(NC2=NCCC2)s1,-0.6,92,x,-1,-2,2,0,0,-8,1
COc1ccc(/C=C/C(=O)OCC(=O)c2c(N)n(C)c(=O)n(C)c2=O)cc1,-1.0,98,-6,3,4,-2,6,20,0,-7
Cc1cnc(NC(=O)c2ccco2)s1,1.7,100,-4,-1,-2,-2,3,-4,-6,-6
Cc1ccc(C2(C)NC(=O)N(CC(=O)N3CCN(S(=O)(=O)c4cccs4)CC3)C2=O)cc1 (centres undefined),-1.2,92,-4,-3,0,1,9,8,6,5
COc1ccccc1N(C(=O)Cn1nnc(-c2ccc(C)o2)n1)C(C(=O)NC1CCCC1)c1ccncc1 (centres undefined),-0.6,98,-4,0,-5,0,-2,5,4,0
Cn1c(=O)c2c(nc(CN3CCCCC3)n2CCc2ccccc2)n(C)c1=O,-0.1,103,-1,3,-5,3,-2,8,7,6
O=C1CSC(c2cccc([N+](=O)[O-])c2)N1C1CC2CCC1C2 (centres undefined),-1.3,102,-14,5,7,-1,0,2,1,-3
O=C(Cc1cccs1)NCCS(=O)(=O)N1CCN(c2cccc(Cl)c2)CC1,1.8,97,-4,-5,1,-1,-5,1,-4,-7
CNC(=O)c1c(NC(=O)C2=COCCO2)sc2c1CCC(C)C2 (centres undefined),-2.5,86,-8,0,-5,1,2,9,-1,3
CN(Cc1ccc(Cl)c(Cl)c1)C(C(=O)NCc1ccccc1)c1ccc(C(F)(F)F)cc1 (centres undefined),x,x,-9,-29,-7,x,0,x,x,x
C=CCn1c(CCc2ccccc2)nnc1SCC(N)=O,-1.6,113,-5,-1,-9,-1,9,1,1,-5
O=C(N/N=C/c1ccc(OC(=O)c2cccs2)cc1)c1ccccn1,-1.3,96,-5,-1,-4,-5,-7,8,11,-12
O=C(CN1C(=O)COc2ccccc21)NCCCN1CCCCC1,-1.7,98,-5,0,-1,0,0,4,6,6
CC(C)(C)NC(=O)CSC(=Nc1cccc(F)c1)NC#N,0.6,96,-4,-7,-3,0,-5,-2,-10,-3
O=C(NNC(=O)c1ccc2ccccc2c1)c1ccc(Cl)cc1,0.3,102,-10,-8,-3,0,-3,2,5,-2
O=C(NN=Cc1c[nH]c2ccccc12)NN=Cc1c[nH]c2ccccc12,1.8,90,-8,5,6,3,-2,-8,5,19
Cc1cc(=O)oc2cc(OCC(=O)Nc3ccc(F)cc3F)ccc12,-1.3,102,-6,-11,0,0,1,6,6,0
O=C(CN1CCN(S(=O)(=O)c2ccccc2)CC1)NCCc1ccccc1,-0.9,103,-2,6,-2,0,-3,0,-2,-1
Cc1cccc(C(=O)NC(=S)NNC(=O)Cc2ccccc2)c1,-1.0,95,-2,-3,-5,1,5,-1,-1,24
COc1ccc(Cc2nc(-c3cccnc3)no2)cc1OC,-4.7,95,8,0,-5,-1,6,10,0,-3
O=S(=O)(Nc1cccc(-c2ccc(N3CCCCCC3)nn2)c1)c1ccc(F)cc1,-1.4,102,-7,4,-3,-5,5,15,-8,-5
CCCCNC(=O)C1(N2C(=O)c3ccccc3C2=O)CCCC1,-2.0,100,-5,2,2,1,0,-5,-4,0
O=C1CCC(C(=O)N2CCSCC2)CN1CCc1ccccc1 (centres undefined),0.8,92,-3,8,-5,-1,3,11,8,5
O=C(O)C1C2C=CC(C2)C1C(=O)NCCc1cccc(Cl)c1 (centres undefined),-0.8,99,x,6,-1,1,32*,3,0,3
COc1ccc(C(=O)N2CCCC(c3cc(C(=O)NCc4ccc(F)cc4)no3)C2)cc1 (centres undefined),0.0,96,-5,9,-6,-3,2,5,-7,-8
CSc1ccc(CN2CCC(C)(Oc3ccccc3C)C2)cc1 (centres undefined),6.2,100,-5,-12,0,2,-3,14,-3,-14
# Next section.
SMILES,MC4R ag barr,ABCB6 inh 2,CaV13 FRET inh,ABHD5 PLIN5 PPI,Exocytosis inh,N-glyco inh,m5-HT2A agonist,MC4R antagonist,PDI turbidity,Cardio protect
CCOC(=O)CC1COc2ccccc2N1C(=O)c1ccc(F)cc1 (centres undefined),-1.2,98,-1,3,-1,1,1,8,-3,1
Cc1c(Cl)cccc1S(=O)(=O)Nc1ccnn1C,-1.5,97,-9,6,-2,-2,-3,8,1,-1
Cc1ccc(OCc2cc(C(=O)NC3CCOC3)no2)cc1C (centres undefined),-0.6,102,-5,2,0,1,8,-1,-9,3
Cc1cc(C)nc(NS(=O)(=O)c2ccc(NC(=O)C3CC(=O)N(c4ccccc4)C3)cc2)n1 (centres undefined),-1.7,107,-10,0,-1,2,2,5,5,6
Cc1nn(Cc2ccc(F)cc2)c(Cl)c1/C=N/NC(=O)c1ccccc1,-2.1,97,-6,-3,-3,-3,-1,-5,-4,14
O=C(c1ccco1)[C@@H]1[C@@H]2C(=O)N(c3ccc(F)cc3)C(=O)[C@@H]2[C@H]2C=Cc3ccccc3N21,-2.7,115,-5,9,-4,3,-2,1,4,4
O=C(Nc1cccnc1)c1c(F)cccc1F,-1.9,101,-7,0,0,2,4,-1,-6,9
CCCOC(=O)c1ccc(Oc2cn[nH]c2-c2ccc(OC)cc2O)cc1,6.9,105,x,-14,6,-3,-7,-2,11,-39
CCOC(=O)C1=C(C)NC2=C(C(=O)c3ccccc32)C1c1ccc(O)cc1 (centres undefined),-2.1,102,-3,5,-2,-1,-3,-12,4,19
CN(CCc1ccccc1)C(=O)c1cccc(NC(=O)Cc2cccc(NC(=O)C3CCN(C(=O)C4CCCC4)CC3)c2)c1,1.3,100,-5,-9,-3,-3,-1,8,4,-9
O=S(=O)(c1ccc(Br)cc1)N1CCOC12CCCCC2,1.0,100,-3,-3,-1,-2,-3,21,3,-2
O=C(NCCN1C(=O)S/C(=C\c2cccnc2)C1=O)c1ccc(S(=O)(=O)N2CCCC2)cc1,-1.1,99,-6,2,1,2,1,5,-1,1
Cc1cccc(-c2nc(S(=O)(=O)c3ccc(F)cc3)c(NCCCN3CCOCC3)o2)c1,-2.5,96,-10,-6,1,0,-10,7,5,8
CCc1ccccc1NC(=O)CN1CCC(NC(=O)COC)CC1,-2.4,89,-5,1,-3,1,-1,-14,1,-4
COc1ccc(CCNC(=O)CCNS(=O)(=O)c2cc(Br)cnc2N)cc1OC,-0.2,89,-4,15,u,-1,6,-7,4,-4
Cc1ccc(CN2CCC(CNC(=O)C3CCCN(c4ncnc5c4nc4n5CCCCC4)C3)CC2)cc1 (centres undefined),-1.6,112,-7,-8,-4,0,-5,8,4,-1

# Some values from the results shown.
# Cc1ccc(OCc2cc(C(=O)NC3CCOC3)no2)cc1C (centres undefined) – MC4R antagonist: -1
# Cc1cccc(-c2nc(S(=O)(=O)c3ccc(F)cc3)c(NCCCN3CCOCC3)o2)c1 – Cardio protect: 8
